Compound activity (PubChem)
DSG3 Ab inh: inhibitors of pemphigus antibody binding to human desmoglein-3; DSG3-coupled beads, scFv-anti-DSG3-GFP binding, flow cytometry; hits give low values; 310,000 compounds, 0.48% hits; P32926; binding (percent of control), % at 10 µM; AID 588358;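 active = binding more than 3 SD below its plate's average and above zero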;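 note: hits lower antibody fragment binding to DSG3; some compounds called inactive have numbers as strong as hits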
dFosB activator: mouse delta FosB homodimer activation | P13346 | purified delta FosB, TAMRA-CDK5 oligo fluorescence polarization; percent of positive-control signal above neutral wells | activation, % at 25 µM | 340,000 compounds, 0.99% hits;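 active = mean activation above about 17%, with every replicate also reaching it, limit read from the data, passing the limit was not always enough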;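 note: fluorescence polarization rise as delta FosB binds a TAMRA Cdk5 AP-1 oligo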
Mot1-301 SUMO: inhibitors of SUMOylation pathway: yeast Mot1-301 growth rescue; S. cerevisiae Mot1-301 growth rescue, ATP luminescence, 38.5C; percent above DMSO median, 100 means doubled; growth rescue, % at 18.8 µM; 320,000 compounds, 1% hits; AID 2716;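 active = every valid replicate shows activation above 250% relative to neutral control wells; inactive = the rest, any valid replicate at or below 250%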;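 note: OY570 slx delta 5 strain wells were the positive control but not used for scaling; some compounds called inactive have numbers as strong as hits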
Arr AP2 block: human beta-arrestin and AP2 interaction inhibition. AID 504490. inhibition, % at 10 µM. FITC-arrestin peptide / GST-AP2 beads, flow cytometry; AP2 beta2 appendage carries R879A mutation. 340,000 compounds, 0.31% hits;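 active = inhibition above a set limit, near 3 SD of compounds lacking own fluorescence, cut at about 54% in these data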;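 note: plate controls were DMSO wells for no effect and 5 µM unlabelled arrestin peptide for full effect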
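Assay system: GST-AP2 R879A bound to glutathione beads, E. coli-expressed; Medium: PBS with 0.05% Tween 20 and 0.1% BSA; Also added: fluorescein-tagged arrestin peptide at 50 nM final; Timing: 12 min plus 1 h, RT; Measured by: flow cytometry, FL1 (488/535 nm); Evaluation: percent drop in bead-associated FITC signal.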
NSD2 HMT inh: NSD2 (human) methyltransferase inhibition. O96028. NSD2 peptide methylation, AlphaScreen, 120 min. inhibition, % at 12.5 µM. 310,000 compounds, 0.54% hits. AID 743445; in the data active = inhibition above about 50%
PKA-R2B act: activators of human PKA-R2B complex. PKA-R2B holoenzyme dissociation, Cy5-IP20 fluorescence polarization; R2B truncated from residue 108, S112A mutant; 0% DMSO only, 100% 113 µM cGMP. AID 504700. P22694+P31323. 340,000 compounds, 0.079% hits. activation, % at 11.4 µM;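 active = activation above a cutoff set at the mean over all compounds plus 3 SD, cut at about 18% in these data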;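 note: higher means more holoenzyme dissociation and a rise in polarization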
Target sequence (P31323 whole entry, looked up, other chains not shown, the tested form may be a part): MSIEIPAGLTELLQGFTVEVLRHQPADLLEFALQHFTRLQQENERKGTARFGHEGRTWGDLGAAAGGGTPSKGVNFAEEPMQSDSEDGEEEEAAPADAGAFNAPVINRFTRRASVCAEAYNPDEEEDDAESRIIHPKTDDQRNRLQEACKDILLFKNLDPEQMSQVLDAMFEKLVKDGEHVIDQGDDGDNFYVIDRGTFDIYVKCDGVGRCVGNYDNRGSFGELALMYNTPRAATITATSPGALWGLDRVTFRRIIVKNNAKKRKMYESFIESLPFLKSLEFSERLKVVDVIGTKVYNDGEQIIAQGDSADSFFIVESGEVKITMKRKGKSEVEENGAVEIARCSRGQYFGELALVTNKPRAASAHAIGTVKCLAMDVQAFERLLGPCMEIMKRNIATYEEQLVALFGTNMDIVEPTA
SR-BI uptake up: activators of SR-BI mediated HDL lipid uptake; 320,000 compounds, 0.096% hits; AID 504775; activation, % at 12.5 µM; CHO ldlA[mSR-BI] cells, DiI-HDL uptake fluorescence, 3 h; 100 = double the neutral-control signal;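 active = mean replicate activation of at least 60% and every replicate at or above 60%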;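 note: 0% = median plate neutral-control signal and 100% = twice that signal; values of inactives mirror those of a sister screen read the other way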
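Test system: SR-BI-overexpressing, LDLR-lacking CHO cells; Medium: Ham's F12 with 0.5% BSA, HEPES 25 mM, pH 7.4; Schedule: 3 h, 37 °C; Technique: bottom-read fluorescence, 550/595 nm.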
SR-BI HDL uptake: mouse SR-BI HDL lipid transfer inhibition; AID 488896; 320,000 compounds, 0.96% hits; ldlA[mSR-BI] CHO cells, DiI-HDL uptake fluorescence, 3 h; Q61009; inhibition, % at 12.5 µM;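 active = mean replicate inhibition of at least 70% and a set share of replicates each scoring 70 or more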;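 note: 0% = median of neutral control wells and 100% = median of positive control wells; values of inactives mirror those of a sister screen read the other way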
CDK5 p35 inh: CDK5/p35 (human) kinase inhibition | Q00535+Q15078 | Recombinant CDK5/p35, ADP-Glo luminescence, 60 min | inhibition, % at 10 µM | 330,000 compounds, 0.01% hits | AID 488839;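 active = highest replicate inhibition of at least 50% and at least 75% of replicates reaching 50%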;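 note: plate controls were DMSO neutral control for no effect and GW8510 at 10 µM for full effect; many of its hits are not listed in these tables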
Target sequence (Q00535 whole entry, looked up): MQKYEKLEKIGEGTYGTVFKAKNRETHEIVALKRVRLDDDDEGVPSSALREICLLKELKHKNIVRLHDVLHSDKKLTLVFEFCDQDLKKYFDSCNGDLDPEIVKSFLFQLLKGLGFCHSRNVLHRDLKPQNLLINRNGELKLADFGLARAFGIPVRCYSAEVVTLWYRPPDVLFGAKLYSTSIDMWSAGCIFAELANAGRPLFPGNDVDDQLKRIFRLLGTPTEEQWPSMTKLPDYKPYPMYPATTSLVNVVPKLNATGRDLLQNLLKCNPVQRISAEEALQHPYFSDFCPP
Target sequence (Q15078 whole entry, looked up): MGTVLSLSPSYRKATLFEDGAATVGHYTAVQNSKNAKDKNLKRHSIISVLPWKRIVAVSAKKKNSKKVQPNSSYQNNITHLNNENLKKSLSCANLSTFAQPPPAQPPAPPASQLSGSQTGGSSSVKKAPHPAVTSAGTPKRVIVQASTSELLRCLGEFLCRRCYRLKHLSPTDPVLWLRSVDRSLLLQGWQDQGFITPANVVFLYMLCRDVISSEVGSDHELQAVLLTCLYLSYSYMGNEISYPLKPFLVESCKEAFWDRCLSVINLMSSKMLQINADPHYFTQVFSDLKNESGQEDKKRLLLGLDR
PKA-R1A act: activates the PKA-R1A holoenzyme complex; P00514+P68181; PKA-R1A dissociation, Cy5-IP20 fluorescence polarization; scaled: DMSO 0%, 113 µM cGMP 100%; activation, % at 11.4 µM; 340,000 compounds, 0.083% hits; AID 504707;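 active = percent activation above the mean of all tested compounds plus 3 SD, cut at about 19% in these data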;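 note: higher means more PKAc released from R1A so a rise in polarization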
MITF act: increases MITF-driven TRPM1 promoter luciferase signal; AID 588334; SK-MEL-5 TRPM1-promoter luciferase, 24 h; % of positive control, neutral wells = 0; 300,000 compounds, 0.75% hits; activation, % at 12.5 µM;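 active = mean activation of at least 80% with every replicate also reaching 80%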;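 note: 0% = neutral control wells and 100% = parthenolide positive control wells; values of inactives mirror those of a sister screen read the other way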
* marks the source's active call; other numbers are inactive results; / = no result given. Random draw from the library. About 4.7% of those tested had a hit in this group.

DSG3 Ab inh	dFosB activator	Mot1-301 SUMO	Arr AP2 block	NSD2 HMT inh	PKA-R2B act	SR-BI uptake up	SR-BI HDL uptake	CDK5 p35 inh	PKA-R1A act	MITF act	smiles
103	-4	/	7	23	-8	4	-4	2.7	-2	12	CCCN(C(=O)COC(=O)CSc1ccc(C(N)=O)cc1[N+](=O)[O-])C1CCS(=O)(=O)C1 (configuration not stated)
92	-22	/	12	92*	3	-36	36	2.5	8	-37	O=S(=O)(O)c1cc(O)c(N=Nc2ccc(O)cc2O)c2ccccc12
113	-2	-9	10	21	-10	15	-15	-0.3	-4	-3	O=C(CNC(=O)C1CCCCC1)NCc1ccco1
94	-2	2	2	-1	5	-23	23	0.3	6	-7	COC(=O)Cc1ccc(NC(=S)N2CCN(c3ccc(F)cc3)CC2)cc1
104	-4	/	3	3	-6	-9	9	-0.9	-1	/	OCCNc1nc(SCc2ccccc2)nc2sc3c(c12)CCC3
106	-2	37	11	1	-19	-34	34	0.5	2	-7	Cc1cc(N2CCOCC2)nc2ccc(NC(=S)N3CCN(Cc4ccccc4)CC3)cc12
89	-2	66	8	-1	-4	-3	3	-1.4	2	-6	CSc1ccc(S(=O)(=O)NC2CC3CCC2C3)cc1 (configuration not stated)
102	5	7	50	-2	1	5	-5	0.3	-10	1	CC(C)CCc1c(O)nc(SCC(C)C)[nH]c1=O
115	4	3	-3	0	-3	0	0	-0.2	-3	6	CC(=O)Oc1ccc(N(C(C)=O)S(=O)(=O)c2ccc3ccccc3c2)cc1
112	4	-7	25	0	-3	-15	15	-1.9	-9	-42	CCC1=Nc2cc(C(=O)NCc3ccco3)ccc2Sc2ccc(C)cc21
97	-3	-7	/	-2	1	-13	13	-1.0	-4	5	C=CCn1c(SCC(=O)c2ccc(Cl)cc2)nnc1-c1ccc2c(c1)OCO2
91	-11	-7	-4	-1	-6	-39	39	0.0	-4	-3	COc1cc(NC(=O)C2CCN(S(=O)(=O)c3ccc(Cl)cc3)CC2)ccc1-n1cnnn1

Overlap with the part before: two entries; new compounds follow.
DSG3 Ab inh	dFosB activator	Mot1-301 SUMO	Arr AP2 block	NSD2 HMT inh	PKA-R2B act	SR-BI uptake up	SR-BI HDL uptake	CDK5 p35 inh	PKA-R1A act	MITF act	smiles
97	-3	-7	/	-2	1	-13	13	-1.0	-4	5	C=CCn1c(SCC(=O)c2ccc(Cl)cc2)nnc1-c1ccc2c(c1)OCO2
91	-11	-7	-4	-1	-6	-39	39	0.0	-4	-3	COc1cc(NC(=O)C2CCN(S(=O)(=O)c3ccc(Cl)cc3)CC2)ccc1-n1cnnn1
110	-13	-9	4	-1	-1	-39	39	-1.7	4	-3	COc1ccc(C(=O)N/N=C/c2ccc(OC)c(CN3CCc4cc(OC)c(OC)cc4C3C)c2)cc1 (configuration not stated)
99	-2	-7	-8	2	4	-27	27	0.1	-6	-10	CC(C)(C)NC(=O)Cn1c(SCC(=O)NC2CCCCC2)nc2ccccc21
111	-8	17	-9	/	-4	-10	10	1.4	-8	9	Cc1cccc(C2CC(c3ccc(Br)cc3)Nc3nc(N)nn32)c1 (configuration not stated)
/	4	46	33	-1	2	11	-11	0.1	4	-19	CCCn1nc(C(=O)N2CC(=O)Nc3ccccc32)c2ccccc2c1=O
102	1	1	31	1	-6	14	-14	-1.4	-4	0	COc1ccccc1NC(=O)CSc1ncn[nH]1
102	-6	3	6	2	0	32	-32	0.0	-4	1	Cc1ccc(OCCCCn2ccnc2)c([N+](=O)[O-])c1
99	3	-6	2	4	-2	13	-13	-1.8	4	3	CCOC(=O)[C@@H]1CCNC[C@@H]1c1ccccc1
/	-2	/	22	0	-4	32	-32	-0.4	3	1	Cc1ccc(S(=O)(=O)N2CCC[C@H]2C(=O)OC(C)C(=O)Nc2ncc(Cl)cc2Cl)cc1 (some centres not stated)
104	-7	-12	5	-1	11	1	-1	1.3	-4	-5	C#CCOc1ccc(Br)cc1/C=N/O
92	-1	10	0	0	1	-22	22	-1.8	4	1	COc1cccc(N2CC(O)=C(c3nc4ccccc4s3)C2=N)c1
/	-2	4	3	1	-14	33	-33	2.5	8	2	CCOC(=O)c1sc(N2C(=O)C(O)=C(C(=O)c3ccco3)C2c2cccc(Cl)c2)nc1C (configuration not stated)
102	-1	-5	36	/	-9	-41	41	-0.3	-11	-5	COc1cccc(OC)c1C(=O)Nc1cc(C)nn1-c1nc2ccccc2[nH]1

Next part:
DSG3 Ab inh	dFosB activator	Mot1-301 SUMO	Arr AP2 block	NSD2 HMT inh	PKA-R2B act	SR-BI uptake up	SR-BI HDL uptake	CDK5 p35 inh	PKA-R1A act	MITF act	smiles
115	-9	83	4	-2	7	-59	59	-0.8	-3	9	COc1c(C(=O)Nc2ccc(CN3CCOCC3)cc2)cc2ccccc2c1Br
111	-2	-3	12	2	7	6	-6	0.9	3	/	CN(/N=C/Cc1nnnn1-c1ccc(Cl)cc1)c1ccccc1
106	31*	1	12	-1	1	-26	26	1.4	8	34	COc1ccc(C(=O)n2nc(-c3ccc(Cl)cc3)nc2N)cc1OC
113	-1	-12	2	-3	4	14	-14	-0.1	0	1	O=c1cc(CSCc2ccc(Cl)cc2)[nH]c(=O)[nH]1
97	-5	-6	0	98*	-2	29	-29	0.1	-3	-4	COc1ccc(C(c2c(C)[nH]n(-c3ccccc3)c2=O)c2c(C)[nH]n(-c3ccccc3)c2=O)cc1OC
100	-5	184	-1	-4	-8	18	-10	-6.0	4	11	O=C(CC(NC(=O)OCc1ccccc1)C(=O)O)OCc1ccccc1 (configuration not stated)
109	-16	-9	24	38	7	8	-8	-0.1	-14	0	COc1ccc(-c2nnn(CC(=O)N(CCCO)C(C(=O)NC3CCCC3)c3ccncc3)n2)cc1 (configuration not stated)
101	-8	-26	6	2	-1	10	-10	-0.6	7	1	COc1ccc(-c2ccc(SCc3cccnc3)nn2)cc1OC
103	-4	-28	9	/	-14	-23	23	1.4	8	-10	NC(=O)CC(NC(=O)c1ccccc1)c1ccc(NC2CCCCCCC2)c([N+](=O)[O-])c1 (configuration not stated)
102	-1	1	3	-3	-2	-25	25	-2.3	0	-7	CCN(c1ccccc1)S(=O)(=O)c1ccc(OC)c(NC(=O)Cc2ccccc2OC)c1
97	-2	-13	3	0	-3	1	-1	-3.2	-6	-3	COc1ccc(Cc2nnc(SCC(=O)c3ccc4c(c3)NC(=O)CO4)o2)cc1
99	-22	/	7	/	-1	1	-1	-2.2	2	-5	Cc1cccc(C2=NN(c3ccc(Br)cc3)[C@@H](C(=O)N3CCOC3=O)[C@@H]2c2ccc([N+](=O)[O-])cc2)c1

Next entries follow:
DSG3 Ab inh	dFosB activator	Mot1-301 SUMO	Arr AP2 block	NSD2 HMT inh	PKA-R2B act	SR-BI uptake up	SR-BI HDL uptake	CDK5 p35 inh	PKA-R1A act	MITF act	smiles
103	-9	13	8	-1	-17	22	-22	-0.8	-13	-2	O=C(NCCN1CCOCC1)c1ccc(NS(=O)(=O)c2cccc([N+](=O)[O-])c2)cc1
113	-4	4	-11	10	2	13	-13	4.9	-3	-4	O=C1CC(/C=C/c2ccncc2)=Nc2ccccc2N1
105	-10	14	0	0	2	49	-49	1.5	-5	8	COc1ccc(OCC(=O)NC(=O)c2ccccc2OC)c([N+](=O)[O-])c1
92	-9	0	-9	-1	0	-30	30	-2.8	4	-14	O=C(Nc1ccc2cn[nH]c2c1)c1ccc(Cl)c(S(=O)(=O)N2CCOCC2)c1
100	7	2	46	/	4	14	-14	1.4	4	12	OCC[C@H]1C[C@@H](O)[C@H](O)[C@@]2(OCc3ccccc32)O1
105	-15	-12	10	14	2	7	-7	-0.9	13	-22	c1ccc2c(-c3nnc4n3CCCCC4)cc(-c3ccncc3)nc2c1
109	-12	/	-12	/	-7	20	-20	-0.3	-13	2	O=S(=O)(CCNCc1ccccc1)NC1CCCCC1
106	-7	/	23	/	-5	13	-13	0.3	-4	6	CC(C)C(NS(=O)(=O)c1ccc2c(c1)oc(=O)n2C)C(=O)N1CCN(Cc2ccccc2)CC1 (configuration not stated)
98	-4	67	-27	/	0	-4	4	0.8	2	-22	CCCCc1ccc(NC(=O)c2ccc(N(C)S(C)(=O)=O)cc2)cc1
102	2	-13	-2	/	-5	18	-18	-3.7	-1	4	Nc1ncnc2c1ncn2[C@@H]1O[C@H](CNCc2ccc(-n3cccn3)cc2)[C@@H](O)[C@H]1O
117	-3	/	-3	-1	2	-24	24	-0.4	-8	55	COC(=O)CSc1nc2cc(C)cc(C)c2cc1C#N
/	8	-40	17	-1	8	1	-1	-0.9	-2	/	CCCC(=O)c1c(C)c2ccccc2n1C
95	-2	5	-1	-1	0	-7	7	2.8	-11	64	CN1CCN(C(=O)c2cc(-c3ccccc3)on2)CC1
99	-9	0	-15	0	-11	-48	48	/	1	-76	O=C(c1ccc(S(=O)(=O)c2ccccc2Cl)c([N+](=O)[O-])c1)N1CCN(Cc2ccccc2)CC1
101	-8	-14	0	-1	4	/	/	0.8	11	-7	CCCC(C(=O)NC(C)(C)C)N(CCN1CCOCC1)C(=O)CNS(=O)(=O)c1ccccc1 (configuration not stated)
